E coli growth = bacterial growth inhibition, counter-screen for AddAB inhibitors; E. coli V3065 growth, OD600 absorbance, 18 h; inhibition, % at 11.9 µM; 0.27% of 330,000 active; AID 449728;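 active = inhibition above the campaign's mean inhibition across all tested compounds plus 3 SD, cut at about 9.9% in these data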;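 also: uninfected addAB+ strain grown without phage in ampicillin broth; 0% = DMSO wells and 100% = ciprofloxacin 0.95 µg/ml wells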
CAL PDZ FP-1 = inhibitors of human CAL PDZ peptide binding; 0.02% of 330,000 active; inhibition, % at 20 µM; purified CAL PDZ, TMR-peptide fluorescence polarization, 1 h; AID 504414;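 active = highest replicate inhibition of at least 40%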;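 also: plate controls were DMSO neutral control wells for no effect and unlabeled competitor peptide control wells for full effect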
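System: purified tagged CAL PDZ domain construct (CerCALP). Schedule: 1 h incubation at room temperature before polarization reading. Medium: 25 mM sodium phosphate pH 7.4, 150 mM NaCl, TCEP, IgG, Thesit. Read-out: percent inhibition from loss of millipolarization. Measured by: FP readout, S and P plane fluorescence. Probe or stimulus: fluorescent TMR peptide probe.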
SR-BI uptake up = enhances SR-BI lipid uptake from DiI-HDL | CHO ldlA[mSR-BI] cells, DiI-HDL uptake fluorescence, 3 h; 100 = double the neutral-control signal | activation, % at 12.5 µM | 0.096% of 320,000 active | AID 504775;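 active = mean replicate activation of at least 60% and every replicate at or above 60%; inconclusive = mean or all-replicate condition met, but not both; inactive = mean below 60% and not all replicates reaching 60%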;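 also: 0% = median plate neutral-control signal and 100% = twice that signal; values of inactives mirror those of a sister screen read the other way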
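Test system: SR-BI-overexpressing, LDLR-lacking CHO cells. Measured by: DiI fluorescence, bottom read. Medium: Ham's F12 with 0.5% BSA, HEPES 25 mM, pH 7.4. Timing: 3 h uptake period with compound, 37 °C.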
phage Ecoli inh = E. coli growth loss with phage present | 0.26% of 360,000 active | inhibition, % at 11.9 µM | growth absorbance | AID 651602; in the data active = inhibition above about 11%
Tat export inh = blocks Tat-dependent protein export in E. coli. 0.036% of 340,000 active. E. coli MC4100 TorA-mCherry Tat export, fluorescence. AID 488895. inhibition, % at 10 µM;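 active = mean replicate inhibition at least 50% and at least half of replicates individually reaching 50%; inconclusive = only one of the two criteria met; inactive = neither criterion met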;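 also: exported cargo escapes ClpAP degradation while cytoplasmic cargo is degraded and loses fluorescence; 0% = median of neutral control wells and 100% = median of NaSCN control wells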
AddAB inh = less growth of phage-infected E. coli with AddAB. E. coli expressing H. pylori AddAB, absorbance growth. inhibition, % at 11.9 µM. 0.29% of 330,000 active; in the data active = inhibition above about 12%;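 also: 0% = vehicle wells of infected cells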
MITF TRPM1 HTS = increases MITF-driven TRPM1 promoter luciferase signal; 0.75% of 300,000 active; SK-MEL-5 TRPM1-promoter luciferase, 24 h; % of positive control, neutral wells = 0; activation, % at 12.5 µM;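 active = mean activation of at least 80% with every replicate also reaching 80%; inconclusive = mean reaches 80% but some replicate falls short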;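 also: 0% = neutral control wells and 100% = parthenolide positive control wells; values of inactives mirror those of a sister screen read the other way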
SR-BI DiI inh = inhibitors of mouse SR-BI mediated HDL lipid uptake. ldlA[mSR-BI] CHO cells, DiI-HDL uptake fluorescence, 3 h. inhibition, % at 12.5 µM. 0.96% of 320,000 active;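 active = mean replicate inhibition of at least 70% and a set share of replicates each scoring 70 or more; inconclusive = meets just one of the two criteria; inactive = fails both criteria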;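 also: 0% = median of neutral control wells and 100% = median of positive control wells; values of inactives mirror those of a sister screen read the other way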
Target sequence (Q61009 whole entry, looked up): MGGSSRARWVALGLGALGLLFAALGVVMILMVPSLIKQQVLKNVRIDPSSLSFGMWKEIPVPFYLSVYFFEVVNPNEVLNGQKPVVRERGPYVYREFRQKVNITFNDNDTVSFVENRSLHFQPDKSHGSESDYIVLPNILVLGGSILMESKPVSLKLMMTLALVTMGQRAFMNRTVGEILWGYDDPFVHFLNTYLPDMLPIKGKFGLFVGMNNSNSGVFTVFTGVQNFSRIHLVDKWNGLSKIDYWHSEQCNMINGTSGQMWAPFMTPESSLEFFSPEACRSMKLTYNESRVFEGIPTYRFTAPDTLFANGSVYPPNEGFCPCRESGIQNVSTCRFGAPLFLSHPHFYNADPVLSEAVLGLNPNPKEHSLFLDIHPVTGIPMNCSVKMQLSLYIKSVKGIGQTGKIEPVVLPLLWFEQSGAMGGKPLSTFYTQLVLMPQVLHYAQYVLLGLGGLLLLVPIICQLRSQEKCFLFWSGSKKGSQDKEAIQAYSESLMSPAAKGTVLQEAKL
Wnt act = Wnt/beta-catenin pathway activation; Wnt/beta-catenin reporter cell assay, activator, plate reader; 1.2% of 300,000 active; activation, % at 9.35 µM; in the data active = activation above about 30%, passing the limit was not always enough; inconclusive = no clear call, values can overlap the other calls;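 also: 0% = neutral control wells and 100% = positive control wells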
CAL PDZ FP-2 = CAL PDZ (human) peptide binding inhibition. Q9HD26. purified CAL PDZ, TMR-peptide fluorescence polarization, 1 h. inhibition, % at 24.9 µM. 0.92% of 300,000 active. AID 602252;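 active = mean inhibition of at least 30% with at least half of replicates also reaching 30%; inconclusive = no clear call, values can overlap the other calls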;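 also: 0% = DMSO neutral control and 100% = excess unlabeled competitor peptide PRC23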
* marks the source's active call; other numbers are inactive results; u = inconclusive; x = no result given. Rows were taken by chance; any-hit rate near 3.6%.

cpd	mol	E coli growth	CAL PDZ FP-1	SR-BI uptake up	phage Ecoli inh	Tat export inh
1	CCOC(=O)CCc1c(C)nc(SCCCn2c(=O)[nH]c3ccccc32)c(C#N)c1C	-2.4	-3.1	-21.7	-0.9	15.7
2	O=C(COC(=O)C12CC3CC(CC(C3)C1)C2)Nc1ccc(OC(F)F)cc1	-0.4	0.0	19.9	2.6	16.1
3	Cn1nc(C(=O)Nc2nc(-c3ccccn3)cs2)c2ccccc2c1=O	x	-1.7	-71.7	0.6	-4.4
4	Brc1ccc(C2=CSC3=NCCN23)cc1	1.9	-0.8	11.2	1.5	-14.0
5	CC1CCN(c2nc(-c3ccco3)c3c(c2C#N)CC(C)(C)OC3)CC1	-0.3	-1.3	-9.1	3.3	-16.6
6	COc1ccc(-n2nnnc2SCC(=O)Nc2cccc(NC(C)=O)c2)cc1OC	0.7	-0.9	-65.0	-0.5	-2.8
7	CCOCCCNC(=O)c1cc(=O)n(Cc2cccc(C)c2)c2ccccc12	0.7	-2.6	-15.3	0.0	0.2
8	Cc1ccc(CNC(=O)c2nc3nc(C)cc(C)n3n2)cc1	-1.6	-1.0	17.8	1.4	0.1
9	O=C1CC(=O)C(n2cncn2)C(c2ccc(Cl)cc2)C1 (stereo not drawn)	-3.1	-0.4	6.1	2.3	5.0
10	O=C(NCc1ccco1)c1cccc(-c2nnc(-c3ccccc3)o2)c1	0.8	x	-22.5	3.4	-0.2
11	NS(=O)(=O)c1ccc(NC(=O)COC(=O)/C=C/c2ccc([N+](=O)[O-])cc2)cc1	1.0	-0.9	19.2	4.3	12.9
12	O=C(NNC(=O)c1cc(-c2ccncc2)nc2ccccc12)Nc1ccc(F)cc1	-0.2	-1.3	x	0.7	-1.2

cpd	AddAB inh	MITF TRPM1 HTS	SR-BI DiI inh	Wnt act	CAL PDZ FP-2
1	-0.4	-3.5	21.7	x	-3.3
2	1.1	x	-19.9	-10.2	1.0
3	x	-9.4	u	-0.5	85.0*
4	2.5	-15.5	-11.2	-0.2	x
5	0.4	8.4	9.1	-1.5	x
6	3.5	6.4	65.0	x	-4.4
7	2.6	-4.2	15.3	-1.8	-0.8
8	3.9	5.6	-17.8	x	-2.0
9	-1.5	-15.6	-6.1	-2.1	-0.3
10	1.3	32.6	22.5	x	-1.0
11	3.3	-3.3	-19.2	0.0	-1.4
12	1.5	17.3	-19.8	-1.0	x

Record cards, as listed above. Order of values: E coli growth, CAL PDZ FP-1, SR-BI uptake up, phage Ecoli inh, Tat export inh, AddAB inh, MITF TRPM1 HTS, SR-BI DiI inh, Wnt act, CAL PDZ FP-2
Results for Brc1ccc(C2=CSC3=NCCN23)cc1 → 1.9, -0.8, 11.2, 1.5, -14.0, 2.5, -15.5, -11.2, -0.2, x
Results for NS(=O)(=O)c1ccc(NC(=O)COC(=O)/C=C/c2ccc([N+](=O)[O-])cc2)cc1 → 1.0, -0.9, 19.2, 4.3, 12.9, 3.3, -3.3, -19.2, 0.0, -1.4

Next compounds follow.
cpd	mol	E coli growth	CAL PDZ FP-1	SR-BI uptake up	phage Ecoli inh	Tat export inh
13	CCOC(=O)c1ccc2[nH]c3c(c2c1)CCCC3O (stereo not drawn)	-0.5	0.1	-15.7	4.1	-0.3
14	CCC(=O)Nc1nc2ccccc2n1Cc1ccccc1Cl	-3.6	0.4	-9.0	-1.1	-5.9
15	CCn1c(CNc2ccc(OC)cc2)nnc1SCC(=O)c1ccc(OC)cc1	-0.7	0.2	-37.8	3.9	-2.1
16	C[C@H](CO)N1C[C@H](C)[C@@H](CN(C)C(=O)Nc2ccc(C(F)(F)F)cc2)Oc2ccc(NC(=O)Cn3cnnn3)cc2C1=O	-2.0	-1.7	2.9	1.8	-0.4
17	CC1CCC(=NNC(=O)Cc2ccccc2)CC1 (stereo not drawn)	1.7	-1.3	-8.1	1.1	-6.8
18	O=C(CCCN=C1NS(=O)(=O)c2ccccc21)OCc1ccccc1	-0.7	-2.2	4.7	3.0	0.2
19	N#Cc1c(-c2ccco2)c2c([nH]c1=S)CCCC2	1.6	-1.6	-14.8	2.7	-7.7
20	Cc1ccc(SCC(=O)NCc2ccco2)cc1	-2.0	-1.6	x	-0.2	0.3
21	OCC1(CCc2ccccc2)CCN(Cc2cnc(N3CCCC3)s2)CC1	-0.5	-0.1	-4.1	3.7	19.0
22	CSC1CCCCC1(O)CSc1nc2ccccc2o1 (stereo not drawn)	0.1	-2.4	-12.5	2.1	-4.4
23	CSC1=N/C(=C\c2ccc(Br)o2)C(=O)S1	-2.2	x	33.9	-1.0	1.4
24	O=C(OCc1nnc(-c2ccccc2)o1)c1cc(=O)[nH]c2ccccc12	3.3	-1.3	14.6	2.4	6.5

cpd	AddAB inh	MITF TRPM1 HTS	SR-BI DiI inh	Wnt act	CAL PDZ FP-2
13	-0.3	24.0	15.7	1.5	x
14	0.3	x	9.0	-2.5	x
15	2.4	-1.0	37.8	-6.8	0.0
16	0.1	-7.0	-2.9	-1.1	-2.0
17	-0.3	-4.1	8.1	7.9	-2.8
18	-1.4	-4.0	-4.7	-3.1	-3.6
19	-2.8	4.6	14.8	x	-1.6
20	1.0	-1.9	x	x	-2.2
21	-2.5	-4.0	4.1	0.7	1.9
22	0.3	10.8	12.5	u	-3.3
23	2.5	-5.8	-33.9	-0.2	-7.5
24	2.6	-9.1	-14.6	3.3	-0.3

The results go on.
cpd	mol	E coli growth	CAL PDZ FP-1	SR-BI uptake up	phage Ecoli inh	Tat export inh
25	CCN(CC)c1ccc(NC(=O)c2ccccc2F)cc1	1.1	-1.9	3.5	4.1	-4.4
26	Cc1cccc(OCC(=O)Nc2ccc3oc(=O)ccc3c2)c1C	-0.1	-0.9	10.0	-2.1	-3.6
27	O=C(CSc1nc(-c2ccco2)cc(C(F)(F)F)n1)N1CCN(c2ccc(Cl)cc2)CC1	-0.8	-0.7	-25.5	2.2	10.9
28	Cc1c(C(=O)c2ccccc2)c2ccccn2c1CCC#N	0.1	-3.5	-4.9	2.3	-5.5
29	CN(C)CCCN1C(=O)C(=O)/C(=C(/O)c2ccncc2)C1c1cccc(Br)c1 (stereo not drawn)	-1.6	0.5	15.2	3.9	7.6
30	O=C(O)c1cc(-c2ccncc2)nc2ccc(S(=O)(=O)N3CCOCC3)cc12	-0.4	-1.9	5.8	-2.3	-2.1
31	O=C(Nc1ccccc1N1CCOCC1)c1cccc(Oc2ccccc2)c1	2.3	-2.8	x	-1.2	13.5
32	C=CCc1ccc(OCCCOc2ccc(C(=O)O)cc2)c(OC)c1	0.4	-1.9	25.7	1.1	-3.9
33	CSc1cccc(NC(=O)c2ccco2)c1	-1.0	-0.4	15.9	1.7	-8.1
34	N#Cc1ccccc1NC(=S)NC(=O)C1CCC1	x	-2.0	13.8	0.5	10.0
35	Cc1nn(-c2ccccc2)c(C)c1NC(=O)COC(=O)c1ccc(NC(=O)CC#N)cc1	-2.4	-1.8	-60.2	-0.2	-5.1
36	COc1ccc(NC(=O)N(CCN2CCCC2)Cc2cc3cc(OC)c(OC)cc3[nH]c2=O)cc1	-0.7	0.2	-0.7	3.3	-4.3

cpd	AddAB inh	MITF TRPM1 HTS	SR-BI DiI inh	Wnt act	CAL PDZ FP-2
25	4.5	39.3	-3.5	x	-4.6
26	1.4	6.4	-10.0	0.0	-10.0
27	0.4	-9.2	25.5	x	25.0
28	-1.0	-0.4	4.9	1.1	-4.0
29	-0.2	-11.5	-15.2	x	-0.7
30	-0.1	-3.7	-5.8	x	x
31	0.3	8.9	x	0.1	12.4
32	-0.7	6.1	-25.7	0.4	-1.2
33	-2.2	24.2	-15.9	x	-1.8
34	x	-4.6	-13.8	-0.1	0.9
35	2.0	-4.0	60.2	-1.1	-1.6
36	-1.2	14.6	0.7	x	-2.6

Remaining list, next part:
cpd	mol	E coli growth	CAL PDZ FP-1	SR-BI uptake up	phage Ecoli inh	Tat export inh
37	COc1ccccc1Nc1nc(-c2cccc(N3C(=O)c4ccccc4C3=O)c2)cs1	2.3	-3.4	5.3	1.2	7.6
38	O=C(COc1ccc(S(=O)(=O)NCc2ccccc2)cc1Cl)NCC1CCCO1 (stereo not drawn)	0.7	-2.5	-38.3	0.2	2.8
39	CCS(=O)(=O)n1nc(-c2ccc(Cl)cc2)nc1SC	0.2	-0.6	-14.1	1.4	8.9
40	CSc1ccc(CN(C)C(=O)c2cccc(S(=O)(=O)N3CCN(Cc4ccccc4)CC3)c2)cc1	-0.2	-2.2	5.9	2.1	8.7
41	CCOc1cc(/C=N/O)ccc1OCc1ccc(F)cc1	-1.7	-0.3	-38.6	3.1	-13.9
42	Cc1ccc(C2CC(c3ccccc3)=NN2c2ccccc2)o1 (stereo not drawn)	1.7	-0.2	-22.7	2.7	4.0
43	OCCN1CCN(CC(O)COCC2COc3ccccc3O2)CC1 (stereo not drawn)	2.2	-1.0	20.9	3.0	-5.9
44	COc1ccc(NS(=O)(=O)c2cccc(C(=O)NCC(c3ccco3)N(C)C)c2)cc1 (stereo not drawn)	-2.1	-2.1	-6.9	4.5	-1.7
45	Nc1ncnc2c1ncn2C1CCCC1	-1.2	0.5	-13.9	3.0	3.4
46	Cc1cc2nc(-c3cccc(NC(=O)c4ccc(Br)o4)c3C)oc2cc1C	-1.6	-1.4	-21.0	0.0	4.1
47	COc1ccc(NC2CC(=O)N(C)C2=O)cc1 (stereo not drawn)	0.8	-1.0	3.1	3.9	-3.2
48	CCCn1c(=O)c2[nH]cnc2n(-c2ccc(Cl)cc2)c1=O	0.5	-1.1	7.0	2.4	-9.0
49	N#CC1C=Cc2c(ccc3ccccc23)N1C(=O)c1ccccc1 (stereo not drawn)	x	-0.7	-33.7	2.8	3.8
50	COc1ccc(N2CCN(Cc3nc4c(c(=O)[nH]c(=O)n4C)n3CCCc3ccccc3)CC2)cc1	0.3	-2.4	20.4	1.3	-4.9

cpd	AddAB inh	MITF TRPM1 HTS	SR-BI DiI inh	Wnt act	CAL PDZ FP-2
37	1.6	7.7	-5.3	x	-2.8
38	0.9	-8.4	38.3	-1.6	-4.0
39	1.5	65.9	14.1	x	x
40	1.9	-27.4	-5.9	-5.6	-3.0
41	5.1	17.3	38.6	2.3	-4.1
42	2.4	38.2	22.7	-1.4	-6.5
43	-2.1	6.4	-20.9	-1.9	x
44	0.9	-3.0	6.9	-1.0	-6.8
45	0.9	12.0	13.9	-1.0	7.4
46	-0.2	8.7	21.0	13.5	0.7
47	0.7	x	-3.1	1.9	-6.3
48	0.6	-6.0	-7.0	-1.1	-0.5
49	x	-62.0	33.7	-3.8	-0.5
50	0.9	-10.7	-20.4	x	x
